Screening results as filed in PubChem.
Growth percent in the NCI-60 one-dose screen (48 h, 10 µM unless noted): 100 = growth as untreated, 0 = no growth, -100 = all killed.
HS 578T: HS 578T breast cancer. 78,000 compounds, 4.1% hits
BT-549: BT-549 breast cancer; 78,000 compounds, 4.4% hits; AID 1794793
K-562: K-562 leukemia. 78,000 compounds, 7.4% hits
MDA-MB-468: MDA-MB-468 breast cancer; AID 2202374; 78,000 compounds, 8.5% hits
MCF7: MCF7 breast cancer; 82,000 compounds, 6.3% hits; AID 1794796
MDA-MB-231: MDA-MB-231 breast cancer; 81,000 compounds, 5% hits; AID 1794789
T-47D: T-47D breast cancer; 79,000 compounds, 5% hits
LOX IMVI: LOX IMVI melanoma; 79,000 compounds, 7.4% hits
* marks the source's active call; other numbers are inactive results; / = no result given; & = joins results of further samples; ! = not confirmed by another sample. The calls were made as follows: active = growth percent below 10; inactive = the rest.

SMILES	HS 578T	BT-549	K-562	MDA-MB-468	MCF7	MDA-MB-231	T-47D	LOX IMVI
CC1=C(C)C(=O)C(N2CCN(c3cccc(C)c3)CC2)=C(Cl)C1=O	97	96	84	54	66	83	49	65
O=S(=O)(O)c1c(N=Nc2c(O)ccc3ccccc23)ccc2ccccc12	115	92	102	108	95	91	94	92
O=C(c1ccccc1F)N1CCN(c2ccnc3cc(Cl)ccc23)CC1	106	95	83	74	90	101	67	92
CC(=O)Nc1ccc(/C=C/c2ccc([N+](=O)[O-])cc2)cc1	103	85	92	/	96	85	92	107
Cc1c(C(=O)O)nnn1-c1ncc(Cc2ccc(Cl)cc2)s1	88	102	/	107	96	100	79	95
CONC(=O)c1ccccc1Nc1cc(Nc2cc(C)nn2C(C)C)ncc1Cl	/	87	81	68	89	60	48	55
CC(N)C(c1ccccc1)c1ccccc1 (stereo not drawn)	119	107	100	98	99	100	105	103
CCCN1/C(=C(\C#N)C(=O)OCC)Sc2c1nc(C)[nH]c2=O	109	105	111	97	95	108	90	96
COc1ccc(-n2nc(C(=O)NCC(=O)O)nc2-c2ccccc2)cc1	115	94	93	115	98	108	104	94
CC(C)=NNC(=O)c1ccc([N+](=O)[O-])cc1	95	/	110	98	94	97	/	98
CC1COc2c(N3CCN(C)CC3)c(F)cc3c(=O)c(C(=O)N/N=C/c4c[nH]c5ccccc45)cn1c23 (stereo not drawn)	111	100	/	101	78	92	90	124
N#Cc1ccc(OC(=O)Nc2c(Cl)cc(Cl)cc2Cl)cc1	106	113	101	97	100	101	92	/
C=CCC(=O)N[C@@H](/C=C/C(=O)OCC)Cc1ccc(-c2cc(Cl)cc(Cl)c2)cc1	94	62	49	40	48	57	31	68
OCC#CCOCC(O)CCl (stereo not drawn)	118	102	100	98	101	115	97	94
Cc1nc2ccc(Cl)cn2c1-c1nnc(SCc2ccc(Br)cc2)o1	74	71	/	88	64	69	87	89
Oc1nc(NCCc2ccccc2)sc1/C=C1\C=Nc2ncccc21	8.8*	-7.9*	30&28	-14*	4.0*	25&26	2.6*	8.3*!
Cn1c(=O)c2[nH]c(CO)nc2n(C)c1=O	112&96	98&97	125&108	111&84	94&95	110&95	102&98	97&92
CN(C)CC1(C)COC(c2ccccc2)(c2ccccc2)OC1	108	/	107	103	93	108	99	98
CN1C2CCC1/C(=C\c1ccc(Cl)cc1)C1=C2[C@@H](c2ccc(Cl)cc2)C(C#N)=C(N)O1 (stereo partly drawn)	95	98	/	78	66	104	82	92
CC(C)CCC[C@@H](C)[C@H]1CCC2C3=CCC4C(=O)C=CC(=O)C4C3CC[C@@]21C (stereo partly drawn)	8.1*	-1.6*	9.9*	2.7*	8.7*	29	-19*	-43*
Cc1ccc(-n2c(-c3ccccc3)c(-c3ccccc3)c3c(SCC(=O)n4[nH]c(N)cc4=O)ncnc32)cc1	106	99	77	92	87	83	77	98
CN(C)C1CCc2ccccc2C1OC(=O)/C=C/c1ccccc1 (stereo not drawn)	107	99	106	106	92	84	89	92
O=C(CCC1CCCCC1)OCCCl	100	119	110	113	105	96	96	96
N#Cc1ccc(O)c(C2=NCC(c3cccc(Oc4ccccc4)c3)O2)c1 (stereo not drawn)	53	31	7.3*	27	21	25	-13*	23
CC(CN)[C@@H]1CC[C@]2(CO)CC[C@]3(C)[C@H](CC[C@@H]4[C@@]5(C)CCC(NCCO)C(C)(C)[C@@H]5CC[C@]43C)[C@@H]12 (stereo partly drawn)	59	65	-49*	12	3.0*	14	78	-64*
Going on with the list.
SMILES	HS 578T	BT-549	K-562	MDA-MB-468	MCF7	MDA-MB-231	T-47D	LOX IMVI
Nc1nnc(-c2cncc(Br)c2)c(-c2c[nH]c3ccccc23)n1	80	89	91	93	78	81	89	97
Cc1cc2cn3c4ccc(O)cc4[nH]c(=O)c3c2cc1C	-32*	/	-37*	-28*	-57*	-11*	/	4.6*
CC[Si](CC)(CC)c1ccccc1	104	104	96	95	96	109	98	98
CCOC(=O)N1C2C=CC(C2)N1C(=O)OCC	102	102	103	110	95	103	102	97
CCN(CC)CCNC(=O)c1ccccc1C(=O)c1ccccc1	111	115	96	96	104	100	92	100
Clc1ccc(C2CC(c3ccc(Nc4ccnc5cc(Cl)ccc45)cc3)=NN2c2ccccc2)cc1 (stereo not drawn)	104	91	48	86	79	98	75	81
CCCCCCCCCCCCCCCCCC(=O)Nc1ccc(O)cc1	104	63	97	103	99	86	94	97
O=C(CSc1nnc(-c2ccc3nc(-c4ccccc4)[nH]c3c2)o1)Nc1ccccc1	99	118	75	98	86	98	100	89
CN(CCCNC(=O)CCOCCOCCOCCNC(=O)Cc1ccc2ccc3cccc4ccc1c2c34)CCCNc1cc(-c2ccc3ccccc3c2)nc2ccccc12	-59*	-84*	-88*	-92*	-82*	-71*	-81*	-44*
CCN(CC)CCOC(=O)C(c1ccccc1)(c1ccccc1)C(C)C	/	/	86	80	/	74	86	71
O=C(/C=C(/C=C/c1cccc(OC(F)(F)F)c1)OB(F)F)/C=C/c1cccc(OC(F)(F)F)c1	103	93	103	111	95	109	93	97
O=C(Cn1cc(COc2ccc(Br)cc2)nn1)Nc1nc2ccccc2s1	99	104	102	105	92	100	103	91
CCCCNC(=O)c1[nH]cc(-c2ccc(OC)cc2)c1-c1cc(OC)cc(OC)c1	83	80	26	65	87	83	49	81
C=CCN1C(=O)/C(=c2\sc3n(c2=O)NC2C(N=3)N(CC)C(=O)N2CC)c2ccccc21 (stereo not drawn)	29	49	11	45	34	38	54	48
O=C(O)c1cn(C2CC2)c2cc(N3CCN(C(=O)N(c4ccccc4)c4nc(-c5ccc(Cl)cc5)cs4)CC3)c(F)cc2c1=O	59	72	76	79	60	84	91	45
Nc1c(C(=O)NCc2ccco2)sc2nc3c(cc12)C(=O)CCC3	114	104	99	106	88	98	99	110
COc1ccc(/C(O)=C2\C(=O)C(=O)N(CCCn3ccnc3)C2c2cccc(Oc3ccccc3)c2)cc1 (stereo not drawn)	110	107	90	/	103	114	107	111
Nc1nc(-c2cccc(Cl)c2)nn1-c1nc2ccccc2s1	93	98	101	96	61	79	/	101
NC(=O)N/N=C\c1ccco1	/	95	100	119	/	110	107	102
O=[N+]([O-])c1ccc(Br)c(P(=O)(O)O)c1	93	/	109	101	98	112	103	96
N#C/C(=C\c1c2ccccc2cc2ccccc12)C(N)=O	77	87	86	83	80	92	51	85
O=C1C2CCCN2C(=O)c2ccccc2N1Cc1cn(-c2ccc(F)cc2)nn1 (stereo not drawn)	88	97	99	110	95	95	100	96
CCOC(=O)C(C(=O)OCC)C(=O)c1cc(OC)c(OC)c(OC)c1	100	103	124	101	100	121	113	89
Cc1cc(CC(=O)O)n(C)c1C(=O)c1ccc(Cl)cc1	110	101	103	101	120	109	/	98
CCSc1n[nH]c(=O)n1C	101	121	107	113	98	115	94	97
Remaining list, next part.
SMILES	HS 578T	BT-549	K-562	MDA-MB-468	MCF7	MDA-MB-231	T-47D	LOX IMVI
COc1ccc(-c2nc3sccn3c2/C=C/C(=O)c2cc(OC)c(OC)c(OC)c2)cc1	71	47	44	54	17	53	31	41
Cc1cc(Cl)cc(CN(Cc2ccccc2)Cc2c(O)ccc3ccccc23)c1O	102	99	101	102	85	100	89	90
Cc1ccc(NC(=O)C2=NCCCCN2)cc1	95	106	100	101	98	98	97	95
COc1cc(C(=O)Nc2cccc(-c3cc(=O)c4ccccc4o3)c2)cc(OC)c1OC	54	79	45	79	85	79	53	63
O=S(=O)(NC1c2ccccc2CC1O)c1ccccc1 (stereo not drawn)	104	111	94	108	98	112	101	99
c1ccc(CNC2CC3CCC2C3)cc1 (stereo not drawn)	109&128	115	112&100	109&109	98&95	127&106	91&109	101&94
c1cc(CCCc2ccncc2)ccn1	95	105	99	113	98	108	108	101
CC(C)=CC(=O)CC(=O)C(=O)Nc1ccc(Cl)c(Cl)c1	102	113	99	109	100	98	78	104
O=C(CCc1nc2sc3c(c2c(=O)[nH]1)CCCC3)Nc1nccs1	110	127	88	/	143	99	115	100
COC1=C(Nc2ccc(OC)cc2)C(=O)C(OC)=C(Nc2ccc(OC)cc2)C1=O	93	109	126	101	108	98	104	96
COc1ccc(-c2cnc3ncnn3c2-c2cc(OC)c(OC)c(OC)c2)cc1	96	106	101	97	95	113	96	102
Cc1ccc(NC(=O)Cn2c(=O)c3ccccc3c(=O)n2-c2ccccc2)cc1	87	90	95	86	89	83	60	91
Cc1c(C(=O)Nc2ccc(Cl)cc2)sc2c(=O)[nH]cnc12	110	98	93	/	76	113	101	107
Nc1nc2ccccc2o1	99	108	105	90	89	97	98	96
O=C(Nc1ccccc1)c1ccc2c(c1)nc(-c1ccc([N+](=O)[O-])cc1)n2C1CCCCC1	91	87	69	116	80	93	67	83
CCC1C(=O)NC(=O)SC1c1ccccc1 (stereo not drawn)	100	98	93	101	96	109	91	97
O=C(O)c1cc(I)ccc1I	97	105	101	100	99	106	102	97
O=c1[nH]c2nnnn2c2sc3c(c12)CCCC3	98	94	104	101	86	82	82	88
O=C(O)c1cc2cccc(O)c2cc1O	98	105	98	96	89	97	103	91
O=S(=O)(O)c1ccc2cc(O)c(S(=O)(=O)O)cc2c1	113	116	101	93	99	108	97	101
CC1C(c2ccccc2)OCCN1C=NC#N (stereo not drawn)	112	107	107	113	98	120	94	99
Cc1ccc(-c2nc(N3CCN(C(=O)c4ccc(OC(F)(F)F)cc4)CC3)c3ccccc3n2)cc1	79	92	70	94	93	84	62	89
Oc1ccc(CNC2CCCCC2)cc1	111	97	99	84	103	108	103	77
CSC(SC)C(SC)SC	89	112	98	101	97	119	103	97
Cc1c2c(c(C)c3c1oc1ccc(O)cc13)C(=O)N(Cc1ccccc1)C2=O	91	97	78	86	78	86	63	95
CCOC(=O)c1sc2ncnc(Nc3ccc4c(cnn4C(=O)Nc4ccccc4)c3)c2c1C	42	49	92	78	56	37	51	36

22 compounds from above, ordered by SMILES length, rising:
SMILES	HS 578T	BT-549	K-562	MDA-MB-468	MCF7	MDA-MB-231	T-47D	LOX IMVI
CCSc1n[nH]c(=O)n1C	101	121	107	113	98	115	94	97
O=C(CCC1CCCCC1)OCCCl	100	119	110	113	105	96	96	96
c1cc(CCCc2ccncc2)ccn1	95	105	99	113	98	108	108	101
CC[Si](CC)(CC)c1ccccc1	104	104	96	95	96	109	98	98
c1ccc(CNC2CC3CCC2C3)cc1 (stereo not drawn)	109&128	115	112&100	109&109	98&95	127&106	91&109	101&94
CCC1C(=O)NC(=O)SC1c1ccccc1 (stereo not drawn)	100	98	93	101	96	109	91	97
CCOC(=O)N1C2C=CC(C2)N1C(=O)OCC	102	102	103	110	95	103	102	97
CC(C)=NNC(=O)c1ccc([N+](=O)[O-])cc1	95	/	110	98	94	97	/	98
Cc1cc(CC(=O)O)n(C)c1C(=O)c1ccc(Cl)cc1	110	101	103	101	120	109	/	98
CCN(CC)CCOC(=O)C(c1ccccc1)(c1ccccc1)C(C)C	/	/	86	80	/	74	86	71
O=C(c1ccccc1F)N1CCN(c2ccnc3cc(Cl)ccc23)CC1	106	95	83	74	90	101	67	92
CCCN1/C(=C(\C#N)C(=O)OCC)Sc2c1nc(C)[nH]c2=O	109	105	111	97	95	108	90	96
COc1ccc(-c2cnc3ncnn3c2-c2cc(OC)c(OC)c(OC)c2)cc1	96	106	101	97	95	113	96	102
Cc1c2c(c(C)c3c1oc1ccc(O)cc13)C(=O)N(Cc1ccccc1)C2=O	91	97	78	86	78	86	63	95
CCCCNC(=O)c1[nH]cc(-c2ccc(OC)cc2)c1-c1cc(OC)cc(OC)c1	83	80	26	65	87	83	49	81
COc1cc(C(=O)Nc2cccc(-c3cc(=O)c4ccccc4o3)c2)cc(OC)c1OC	54	79	45	79	85	79	53	63
Clc1ccc(C2CC(c3ccc(Nc4ccnc5cc(Cl)ccc45)cc3)=NN2c2ccccc2)cc1 (stereo not drawn)	104	91	48	86	79	98	75	81
C=CCN1C(=O)/C(=c2\sc3n(c2=O)NC2C(N=3)N(CC)C(=O)N2CC)c2ccccc21 (stereo not drawn)	29	49	11	45	34	38	54	48
O=C(Nc1ccccc1)c1ccc2c(c1)nc(-c1ccc([N+](=O)[O-])cc1)n2C1CCCCC1	91	87	69	116	80	93	67	83
O=C(/C=C(/C=C/c1cccc(OC(F)(F)F)c1)OB(F)F)/C=C/c1cccc(OC(F)(F)F)c1	103	93	103	111	95	109	93	97
CN1C2CCC1/C(=C\c1ccc(Cl)cc1)C1=C2[C@@H](c2ccc(Cl)cc2)C(C#N)=C(N)O1 (stereo partly drawn)	95	98	/	78	66	104	82	92
CN(CCCNC(=O)CCOCCOCCOCCNC(=O)Cc1ccc2ccc3cccc4ccc1c2c34)CCCNc1cc(-c2ccc3ccccc3c2)nc2ccccc12	-59*	-84*	-88*	-92*	-82*	-71*	-81*	-44*
